Compound activity deposited in PubChem by several laboratories.
DUSP1 inh: inhibitors of human MKP-1 phosphatase; P28562; inhibition, %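 (compounds tested at a single concentration somewhere between 10 and 100 µM)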; AID 374; recombinant MKP-1, OMFP hydrolysis fluorescence; hit rate 0.15% among 65,000;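 active = inhibition above about 50%, limit read from the data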;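 also: 0% = DMSO max control wells and 100% = wells with enzyme stopped by NaOH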
Her2 expr inh: Her2 kinase expression inhibition; hit rate 0.69% among 65,000; P04626; SKBR-3 HER2 protein level, AlphaScreen, 18-24 h; hits give low values; HER2 level % of control, % at 10 µM;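 active = HER2 level under 5% of the carrier-only control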;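 also: 100% = DMSO carrier and 0% = 500 nM PU-H71 HSP90 inhibitor; lower value means stronger loss of Her2 protein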
Hsp90 block: displaces geldanamycin probe from tumor Hsp90. AID 429. hit rate 0.35% among 64,000. P07900. NCI-N417 lysate Hsp90, Cy3B-geldanamycin FP displacement. inhibition, % at 30 µM;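 active = inhibition above 50%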;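 also: 0% = tracer plus lysate wells and 100% = tracer alone without lysate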
SF-1 act: activators of human nuclear receptor SF-1 | Q13285 | CHO-K1 Gal4-SF-1 LBD luciferase reporter; % increase over DMSO SF-1-specific signal | activation, % at 10 µM | hit rate 1.9% among 65,000;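 active = activation above the mean activation of all tested compounds plus 3 SD, cut at about 50% in these data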
Target sequence (Q13285 whole entry, looked up, the tested form may be a part): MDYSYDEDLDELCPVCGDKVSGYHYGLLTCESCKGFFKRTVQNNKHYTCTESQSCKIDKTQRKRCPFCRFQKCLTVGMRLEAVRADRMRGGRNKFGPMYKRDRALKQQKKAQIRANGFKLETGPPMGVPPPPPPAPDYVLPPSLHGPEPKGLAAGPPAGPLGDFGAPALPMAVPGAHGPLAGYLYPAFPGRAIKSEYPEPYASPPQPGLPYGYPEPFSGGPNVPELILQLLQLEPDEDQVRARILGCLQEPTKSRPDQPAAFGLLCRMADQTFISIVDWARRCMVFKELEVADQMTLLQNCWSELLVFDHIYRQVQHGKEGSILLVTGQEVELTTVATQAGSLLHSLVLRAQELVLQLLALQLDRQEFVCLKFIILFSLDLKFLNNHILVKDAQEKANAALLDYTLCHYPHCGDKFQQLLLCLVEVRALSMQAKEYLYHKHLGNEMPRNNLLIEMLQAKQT
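Test system: CHO-K1 cells co-transfected with Gal4 DBD–human SF-1 LBD, 5xGal4 luciferase reporter. Quantity: 4,000 cells per well. Compound: 10 µM only. Incubation: compound added 1 h post-seeding, 20 h exposure at 37 °C, 5% CO2. Detection: SteadyLite luciferase luminescence. Replication: one test per compound.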
RORA act: activators of human nuclear receptor RORA; P35398; CHO-K1 Gal4-RORA LBD luciferase reporter, luminescence; percent increase over mock-subtracted basal signal; activation, % at 10 µM; hit rate 1.5% among 65,000;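 active = activation above the mean of all tested compounds plus 3 SD, cut at about 49% in these data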;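 also: 0% = DMSO-treated RORA cells and 100% = added signal equal to DMSO minus mock-transfected cells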
D1 allo mod: allosteric modulators of human D1 dopamine receptor. P21728. HEK293 D1, CRE-luciferase, dopamine EC30 potentiation; actives deviate in either direction. B-score at 10 µM. hit rate 5.9% among 58,000;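 active = luminescence count or its row- and column-corrected plate score outside the 99.7% band of the plate's sample wells, on either side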
Target sequence (P21728 whole entry, looked up): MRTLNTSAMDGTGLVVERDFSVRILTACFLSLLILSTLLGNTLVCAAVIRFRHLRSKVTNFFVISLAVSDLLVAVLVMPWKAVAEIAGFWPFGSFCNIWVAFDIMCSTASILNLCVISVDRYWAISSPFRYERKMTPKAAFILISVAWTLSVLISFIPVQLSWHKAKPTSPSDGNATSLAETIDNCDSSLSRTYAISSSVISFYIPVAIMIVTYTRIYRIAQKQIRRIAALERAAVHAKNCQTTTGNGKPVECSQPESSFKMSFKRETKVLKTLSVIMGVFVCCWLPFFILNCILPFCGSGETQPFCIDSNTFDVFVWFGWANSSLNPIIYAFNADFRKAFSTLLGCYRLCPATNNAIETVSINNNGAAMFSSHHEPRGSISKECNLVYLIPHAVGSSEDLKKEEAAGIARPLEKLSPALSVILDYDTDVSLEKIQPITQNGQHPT
TNAP act mid DEA: human TNAP activation, intermediate phosphate acceptor. activation factor at 20 µM. P05186. AID 813. 64,000 tested, under 10 active. purified TNAP, CDP-star luminescence, 100 mM DEA, 30 min; hits give high values; scale: 0 levamisole-inhibited, 1 vehicle-only enzyme;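 active = activation factor of at least 2 at 20 µM, relative to controls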
FXIIa inh mix: inhibitors of human coagulation factor XIIa, pooled mixtures; hit rate 0.2% among 62,000; inhibition, % at 5 µM; purified FXIIa, fluorogenic substrate; AID 684; P00748; in the data active = inhibition above about 20%, passing the limit was not always enough;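 also: 0% = enzyme without compound and 100% = no enzyme blank; some results filed as inactive read as strong as hits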
Cdc25B block: inhibitors of human Cdc25B phosphatase | P30305 | recombinant Cdc25B, OMFP fluorescence Ex485/Em525 | inhibition, %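 (compounds tested at 10 µM final in the well)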 | hit rate 0.1% among 65,000; in the data active = inhibition above about 50%
The depositor's hits bear a star; . = no result given. Hits appear at their usual frequency; about 8.9% have a hit in one of these screens.

SMILES | DUSP1 inh | Her2 expr inh | Hsp90 block | SF-1 act | RORA act | D1 allo mod | TNAP act mid DEA | FXIIa inh mix | Cdc25B block
O=C(CCCN1C(=O)CCC1=O)Nc1ccc2c(c1)OCO2 | 15 | 54 | -15 | -7 | -7 | -0.21 | 0.9 | 0 | -6
CC1Cc2ccccc2N1C(=O)Cn1nc(C(=O)O)c2ccccc2c1=O (configuration not stated) | 25 | 104 | -5 | -14 | -14 | . | 1 | -6 | -10
CC(C)NCC(O)Cn1c2c(c3ccccc31)CCc1c-2cnn1-c1ccccc1 (configuration not stated) | -39 | -16* | -3 | -52 | -68 | 0.87 | 0.9 | 13 | -9
COc1ccc(C(=O)NCc2ccccc2OC)c(OC)c1 | -1 | 75 | 1 | -9 | -9 | -0.54 | 0.9 | 5 | -14
COc1ccccc1-n1cnnc1SCC(=O)c1cc(C)n(Cc2cccs2)c1C | 13 | 93 | -15 | 19 | 11 | 0.21 | 1 | 1 | -2
Cc1cc(NC(=O)c2cc(-c3ccco3)on2)nn1Cc1ccc(Cl)cc1 | 5 | 55 | -1 | -14 | 16 | -1.6 | 0.9 | 1 | -14
COC(=O)CSC1=C(C#N)C(c2ccccc2)CC(=O)N1 (configuration not stated) | -5 | 95 | -2 | -5 | 16 | -0.61 | 0.9 | 0 | -13
CCN(Cc1cc2cc(C)ccc2[nH]c1=O)S(=O)(=O)c1ccccc1 | 6 | 90 | -1 | 14 | 10 | -0.15 | 0.9 | 10 | 1
O=C1NC(c2ccc3c(c2)OCO3)Nc2ccccc21 (configuration not stated) | -1 | 88 | 0 | 72* | 63* | 1.2 | 0.9 | -5 | -10
N#Cc1c(/N=C/c2cccs2)sc2c1CCC2 | -17 | 73 | -5 | 31 | -22 | 0.52 | 0.9 | -6 | -3
C=CCNS(=O)(=O)c1ccc(OCC(=O)OCC)cc1 | -1 | 64 | 0 | 5 | 6 | 0.0099 | 0.9 | -17 | -8
CCOC(=O)c1c(C)n(CCO)c2ccc(O)cc12 | -5 | 95 | -1 | -12 | -20 | 1.4 | 1 | 3 | -5
CC1(C(=O)NC2CCCCCC2)CCC(=O)N1Cc1ccc2c(c1)OCO2 (configuration not stated) | 5 | 86 | -2 | 19 | 4 | -0.016 | 0.9 | 12 | -6
CCn1c(SCC(=O)NCC2CCCO2)nc2c(c1=O)SC(C)C2 (configuration not stated) | 9 | 104 | -3 | -4 | -12 | -1.3 | 0.9 | 1 | 4
Cc1ccc(-n2nnnc2SCC(=O)c2c(N)n(CC(C)C)c(=O)n(C)c2=O)cc1 | 25 | 126 | 0 | -4 | 0 | 0.11 | 1 | 13 | 5
Cc1noc(C)c1C(=O)Nc1nc(C23CC4CC(CC(C4)C2)C3)cs1 | 8 | 74 | 0 | -2 | 11 | 0.17 | 0.9 | 8 | -2
O=C(CSCc1nc2ccccc2[nH]1)N1CCN(c2cccc(Cl)c2)CC1 | -1 | 93 | -1 | 0 | 2 | -3.2 | 1 | 2 | 0
CC(C)Oc1ccc(N2CC(C(=O)Nc3ccc4c(c3)OCO4)CC2=O)cc1 (configuration not stated) | -4 | 99 | -2 | 3 | -8 | -0.0098 | 1 | 6 | -9
Oc1ccccc1CNc1nc2ccccc2n1CCN1CCCCC1 | -1 | 87 | -4 | 6 | -6 | -1.5 | 1 | 10 | -11
CCC(=O)Nc1cc(C)c(NC(=O)CCc2ccccc2)cn1 | 10 | 77 | -2 | 1 | 0 | 0.0093 | 0.9 | 9 | 2
CCC(SCC(=O)OC)C(=O)Nc1nnc(C(C)C)s1 (configuration not stated) | 4 | 82 | -4 | -3 | -12 | -0.25 | 0.9 | 4 | -13
Cc1cc(NC(=O)CS(=O)(=O)c2cn(Cc3cccc(F)c3)c3ccccc23)no1 | -1 | . | 11 | 7 | 12 | 0.73 | 0.8 | 10 | -13
Cn1c(CCN2CCCCC2)nc2cc(NC(=O)NC3CCCCC3)ccc21 | -21 | 110 | -1 | 4 | 10 | -1.5 | 1.1 | 3 | -15
COc1ccc(OC)c(S(=O)(=O)Nc2ccc(OCC(=O)O)cc2)c1 | 1 | 82 | -1 | 5 | 7 | . | 0.9 | -5 | -3
CCN(C(=O)CN1CCCc2ccccc21)c1c(N)n(Cc2ccccc2)c(=O)[nH]c1=O | 7 | 97 | -8 | 2 | -21 | -0.86 | 0.9 | -11 | -9

Entries shown so far that contain a halogen (3):
SMILES | DUSP1 inh | Her2 expr inh | Hsp90 block | SF-1 act | RORA act | D1 allo mod | TNAP act mid DEA | FXIIa inh mix | Cdc25B block
Cc1cc(NC(=O)c2cc(-c3ccco3)on2)nn1Cc1ccc(Cl)cc1 | 5 | 55 | -1 | -14 | 16 | -1.6 | 0.9 | 1 | -14
O=C(CSCc1nc2ccccc2[nH]1)N1CCN(c2cccc(Cl)c2)CC1 | -1 | 93 | -1 | 0 | 2 | -3.2 | 1 | 2 | 0
Cc1cc(NC(=O)CS(=O)(=O)c2cn(Cc3cccc(F)c3)c3ccccc23)no1 | -1 | . | 11 | 7 | 12 | 0.73 | 0.8 | 10 | -13

The list continues:
SMILES | DUSP1 inh | Her2 expr inh | Hsp90 block | SF-1 act | RORA act | D1 allo mod | TNAP act mid DEA | FXIIa inh mix | Cdc25B block
C=CCn1cc(Cl)c(=O)n(CC=C)c1=O | -4 | 82 | -4 | -4 | -8 | . | 0.9 | 6 | -4
N=c1c(C(=O)NCc2ccccc2)cc2c(=O)n3ccccc3nc2n1CCCN1CCOCC1 | -13 | 120 | -8 | 22 | 13 | -1.1 | 0.9 | 18 | -5
O=C1CCCc2c1[nH]c1c(Br)cccc21 | 4 | 108 | -2 | -5 | -2 | 0.72 | 0.9 | 1 | 5
N#Cc1nc(-c2ccco2)oc1NCc1ccco1 | -45 | 79 | 2 | -13 | 12 | 9.5* | 0.9 | 4 | -13
Cc1ccc(S(=O)(=O)N2CCN(S(=O)(=O)N(C)C)CC2)cc1 | 17 | 80 | -2 | 8 | 1 | -0.24 | 0.9 | -6 | -7
O=C(NCC1CCCO1)c1ccc(/C=N/O)nc1 (configuration not stated) | -11 | 68 | 4 | -4 | 14 | . | 1 | 3 | 27
CCOC(=O)C(CC(=O)O)N1CCCCC1 (configuration not stated) | -22 | 148 | 0 | -3 | -16 | . | 0.9 | . | -32
O=C1CCCC2=C1C(c1ccsc1)CC(=O)N2c1ccccc1 (configuration not stated) | 22 | 123 | -4 | 18 | -9 | -0.49 | 0.9 | 9 | 5
CC(C)COC(=O)C1C2C=CC3(CN(C4CCCC4)C(=O)C13)O2 (configuration not stated) | 3 | 82 | -4 | -4 | 23 | -0.61 | 1 | 2 | -2
CCCn1c(=NC(C)=O)c(C(=O)OCC)cc2c(=O)n3ccccc3nc21 | -7 | 110 | -3 | -2 | -2 | 4.2* | 0.9 | -18 | -1
COc1ccccc1NC(=O)c1sc2nc(-c3ccco3)ccc2c1N | 33 | -0.3* | -7 | 24 | -11 | 0.28 | 1 | -1 | 17
Cc1nc2sc3c(c2c(=O)o1)CCC3 | -17 | 87 | -6 | 0 | -1 | 0.67 | 0.9 | 11 | 6
Cc1cc(C(=O)Nc2cccc(O)c2)co1 | 5 | 80 | 3 | 0 | -9 | -0.48 | 0.9 | 11 | 0
CCOC(=O)C1CCCN(C(=O)C2CCN(c3nnc(-n4cccc4)s3)CC2)C1 (configuration not stated) | 7 | 95 | -2 | 13 | -3 | . | 1 | 2 | 6
O=C(Nc1cccc(O)c1)c1cccc(S(=O)(=O)N2CCCC2)c1 | 1 | 86 | -3 | 10 | 0 | -0.23 | 0.9 | -6 | 6
Cc1ccc(-c2cc(C(=O)Nc3cccnc3)c3ccccc3n2)o1 | 4 | 71 | -5 | -15 | 4 | -0.086 | 1 | -17 | -16
CN(C)/C=C1/C(=O)Nc2ccccc21 | -1 | 160 | 0 | -8 | -18 | 0.2 | 0.9 | 5 | -12
O=C(Cn1c(=O)oc2ccccc21)c1ccccc1 | 32 | 122 | 4 | -2 | 1 | -2.6* | 1 | 6 | 26
CC1(C)Cc2cccc(OCC(O)CN3CCN(c4ccccn4)CC3)c2O1 (configuration not stated) | -12 | 90 | 0 | -7 | 4 | -1.9 | 0.9 | 0 | -9
CCCn1cc(SCC(=O)NCc2ccco2)c2ccccc21 | -9 | 108 | -6 | -9 | -12 | -1.4 | 0.9 | 8 | -6
CCN(C(=O)CSc1ccc2c(c1)OCCO2)C1CCS(=O)(=O)C1 (configuration not stated) | -16 | 116 | 0 | 5 | -8 | 0.72 | 1 | 0 | 0
CC(C)(C)OC(=O)N[C@H](Cc1ccccc1)C(=O)N1CCC(C(=O)O)CC1 | 9 | 130 | -3 | 1 | -2 | 0.79 | 0.8 | 11 | 3
O=C(O)CC1C(=O)OCN1C(=O)OCc1ccccc1 (configuration not stated) | -17 | 95 | -2 | -1 | -16 | . | 1 | 8 | -15
CCC(=O)Nc1nonc1-c1nc2ccccc2n1CC(C)C | -11 | 108 | -1 | -9 | 2 | 0.72 | 1 | 0 | 6
CN(C)CCNC(=O)c1coc(=O)c(Br)c1 | 4 | 85 | -1 | -3 | -9 | -0.0065 | 1 | -13 | -11

Next part
SMILES | DUSP1 inh | Her2 expr inh | Hsp90 block | SF-1 act | RORA act | D1 allo mod | TNAP act mid DEA | FXIIa inh mix | Cdc25B block
c1ccc(CC2CCN(Cc3nc(-c4ccccc4)no3)CC2)cc1 | 8 | 90 | -5 | 6 | -11 | 0.72 | 0.9 | 6 | -11
C=CCn1c(NCCc2ccccc2)nc2c1c(=O)n(C)c(=O)n2C | 30 | 91 | 1 | -42 | -31 | -1.5 | . | . | -1
O=C(Cc1cccs1)Nn1c(Cc2cccs2)nc2ccccc2c1=O | 0 | 112 | -6 | -11 | -34 | 1.1 | 0.9 | -13 | -4
Cc1nc2[nH]c(=O)c3c(n2n1)NC1=C(C(=O)CC(C)(C)C1)C3c1ccc(F)cc1 (configuration not stated) | -2 | 100 | 2 | 2 | -4 | -0.097 | 0.9 | 2 | 3
COc1ccc(CN2CCN(C)CC2)cc1OCc1ccccc1 | 4 | 126 | 3 | 8 | -14 | -0.62 | 0.9 | 10 | -13
O=C(COC(=O)c1ccc(Br)o1)NCCCc1ccccc1 | 13 | 115 | -2 | -7 | -8 | 0.071 | 1 | -3 | 4
O=C(C1CCN(S(=O)(=O)c2cccc3cccnc23)CC1)N1CCN(C2CCCC2)CC1 | -1 | 116 | -3 | -5 | -7 | 0.1 | 1 | 5 | -4
Cc1ccc(C)c2[nH]c(=O)c(C(c3nnnn3Cc3ccco3)N3CCc4ccccc4C3)cc12 (configuration not stated) | 44 | 13 | -8 | -3 | -11 | -0.59 | 0.9 | -14 | 10
O=C(Nc1cccc(OC(F)(F)F)c1)c1ccc(Br)o1 | 2 | 64 | -2 | 1 | 26 | -1.3 | 2.3* | 7 | -4
Cn1c(=O)oc2cc(S(=O)(=O)N3CCC(C(=O)NCc4cccs4)CC3)ccc21 | 1 | 134 | -3 | 20 | -21 | -0.061 | 1 | 4 | -7
c1ccc(N2CCN(c3ncnc4c3oc3ccccc34)CC2)cc1 | 11 | 77 | -5 | -14 | -26 | 0.64 | 0.9 | 3 | -16
Cc1nnc(SCC(=O)N2CCC(C(=O)Nc3nccs3)CC2)n1Cc1ccccc1 | 24 | 98 | -2 | 3 | 0 | 0.57 | 0.9 | 11 | -3
CN(C)c1ccc(C2C=C(c3ccc(Cl)cc3OC(F)F)Nc3ncnn32)cc1 (configuration not stated) | -2 | 29 | 0 | -13 | 26 | -0.18 | 1 | 1 | 9

Records listed so far shown as hits in Her2 expr inh.
| compound | DUSP1 inh | Her2 expr inh | D1 allo mod | TNAP act mid DEA | FXIIa inh mix | Cdc25B block |
| --- | --- | --- | --- | --- | --- | --- |
| CC(C)NCC(O)Cn1c2c(c3ccccc31)CCc1c-2cnn1-c1ccccc1 (configuration not stated) | -39 | -16* | 0.87 | 0.9 | 13 | -9 |
| COc1ccccc1NC(=O)c1sc2nc(-c3ccco3)ccc2c1N | 33 | -0.3* | 0.28 | 1 | -1 | 17 |
